Assay outcomes as filed in PubChem BioAssay.
PME-1 inh – blocks human protein phosphatase methylesterase 1; Q9Y570; recombinant PME-1, FP-Rh probe fluorescence polarization; AID 2130; 320,000 compounds, 0.53% hits; inhibition, % at 5.9 µM;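 active = inhibition above the campaign mean of all compounds plus 3 SD, cut at about 26% in these data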;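 also: competitive labeling of PME-1 active site by serine hydrolase directed probe; 0% = PME-1 with DMSO and 100% = wells lacking PME-1 enzyme; inhibitors block probe labeling so polarization falls and inhibition rises; many of its hits are not listed in these tables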
PAD4 inh – inhibitors of human PAD4; Q9UM07; recombinant PAD4, RCA probe fluorescence polarization; inhibition, % at 6.36 µM; 330,000 compounds, 0.41% hits; AID 485272;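 active = percent inhibition above a cutoff equal to the mean of all tested compounds plus 3 SD, cut at about 15% in these data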;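 also: 0% = PAD4 with RCA probe and DMSO and 100% = probe without PAD4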
PAFAH1B2 inh – inhibitors of human PAFAH1B2; P68402; recombinant PAFAH1B2, FP-rhodamine activity probe, fluorescence polarization; inhibition, % at 3.39 µM; 340,000 compounds, 1.2% hits;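 active = inhibition above the mean of all tested compounds plus 3 SD, cut at about 24% in these data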;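 also: 0% = enzyme with DMSO and 100% = wells lacking PAFAH1B2; many of its hits are not listed in these tables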
Target sequence (P68402 whole entry, looked up): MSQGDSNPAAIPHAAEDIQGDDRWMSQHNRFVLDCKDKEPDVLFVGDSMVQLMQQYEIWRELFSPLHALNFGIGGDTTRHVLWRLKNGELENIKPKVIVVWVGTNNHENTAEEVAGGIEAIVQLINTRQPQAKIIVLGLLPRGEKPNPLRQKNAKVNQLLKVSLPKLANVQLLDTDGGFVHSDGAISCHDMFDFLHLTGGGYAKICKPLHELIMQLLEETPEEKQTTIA
GSTO1 inh – counter-screen for RBBP9 inhibitors: inhibitors of human GSTO1 | inhibition, % at 5.96 µM | recombinant GSTO1, activity-based probe fluorescence polarization | 300,000 compounds, 1.1% hits;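 active = inhibition above the campaign mean inhibition plus 3 SD, cut at about 35% in these data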;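 also: 0% = GSTO1-1 with DMSO and 100% = wells lacking GSTO1-1 enzyme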
LYPLA1 counter – blocks human lysophospholipase 1, a PME1 counter-screen; O75608; recombinant LYPLA1, FP-Rh probe fluorescence polarization; inhibition, % at 5.9 µM; 320,000 compounds, 0.16% hits;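 active = inhibition above the mean of all tested compounds plus 3 SD, set per campaign, cut at about 14% in these data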;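 also: inhibitors block serine hydrolase probe labeling of LYPLA1 so polarization falls; 0% = enzyme with DMSO and 100% = wells lacking LYPLA1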
PREPL inhibitor – inhibits the human prolyl oligopeptidase-like enzyme | AID 2751 | inhibition, % at 5.96 µM | recombinant PREPL, fluorescence polarization activity-based probe | Q4J6C6 | 320,000 compounds, 0.68% hits; in the data active = inhibition above about 43%;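 also: 0% = enzyme with DMSO and 100% = wells lacking enzyme; many of its hits are not listed in these tables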
Target sequence (Q4J6C6 whole entry, looked up): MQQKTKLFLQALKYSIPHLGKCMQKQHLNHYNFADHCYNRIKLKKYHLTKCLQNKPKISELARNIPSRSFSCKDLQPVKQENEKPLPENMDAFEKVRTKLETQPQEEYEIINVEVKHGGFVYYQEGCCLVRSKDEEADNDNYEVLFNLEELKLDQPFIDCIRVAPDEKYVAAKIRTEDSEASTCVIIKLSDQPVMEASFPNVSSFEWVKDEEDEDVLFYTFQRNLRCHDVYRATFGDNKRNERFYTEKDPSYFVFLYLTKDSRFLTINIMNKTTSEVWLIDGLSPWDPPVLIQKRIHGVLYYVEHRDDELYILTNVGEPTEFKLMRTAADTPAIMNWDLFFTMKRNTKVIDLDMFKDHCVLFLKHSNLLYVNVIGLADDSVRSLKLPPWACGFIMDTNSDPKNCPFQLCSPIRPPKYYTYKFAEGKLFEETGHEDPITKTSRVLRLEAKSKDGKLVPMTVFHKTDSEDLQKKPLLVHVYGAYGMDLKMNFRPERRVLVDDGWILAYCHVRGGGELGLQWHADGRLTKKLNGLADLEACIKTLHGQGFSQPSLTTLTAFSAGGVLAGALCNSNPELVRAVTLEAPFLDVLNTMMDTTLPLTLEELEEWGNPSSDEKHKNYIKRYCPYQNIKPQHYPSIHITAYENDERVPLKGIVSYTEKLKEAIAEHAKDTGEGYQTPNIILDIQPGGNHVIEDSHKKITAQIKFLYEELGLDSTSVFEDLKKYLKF
LYPLA2 counter – blocks human lysophospholipase 2, a PME1 counter-screen | O95372 | 320,000 compounds, 0.38% hits | AID 2177 | recombinant LYPLA2, FP-Rh probe fluorescence polarization | inhibition, % at 5.9 µM;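 active = inhibition above the screen-wide mean plus 3 SD, limit set per campaign, cut at about 26% in these data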;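 also: 0% = LYPLA2 with DMSO and 100% = wells lacking LYPLA2 enzyme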
pPAFAH FP inh – pPAFAH (human) enzyme inhibition. Q13093. recombinant pPAFAH, FP-rhodamine probe fluorescence polarization. inhibition, % at 3.39 µM. 330,000 compounds, 1.5% hits;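 active = inhibition above the mean inhibition across the screen plus 3 SD, cut at about 25% in these data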;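 also: inhibitors block binding of the rhodamine activity-based probe so polarization drops; 0% = enzyme with DMSO and 100% = wells lacking pPAFAH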
PAFAH1B3 FP inh – blocks human PAF acetylhydrolase 1B catalytic subunit 3 | Q15102 | recombinant PAFAH1B3, FP-rhodamine probe, fluorescence polarization | inhibition, % at 3.39 µM | 340,000 compounds, 0.28% hits;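 active = inhibition above the screen-wide average of all tested compounds plus 3 SD, cut at about 25% in these data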;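 also: 0% = enzyme with DMSO only and 100% = wells lacking PAFAH1B3 protein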
* hit, by the source's call; nt = no result given; & = joins results of further samples. A portion of the library, so the mix of outcomes need not match the whole.

SMILES | PME-1 inh | PAD4 inh | PAFAH1B2 inh | GSTO1 inh | LYPLA1 counter | PREPL inhibitor | LYPLA2 counter | pPAFAH FP inh | PAFAH1B3 FP inh
CC(=O)NCC1(O)CCCC(C)C1 (configuration not stated) | 1 | -1 | 4 | -5 | 0 | 4 | 0 | 5 | 4
COc1ccc(N(CC(=O)N/N=C/c2ccc(F)cc2)S(=O)(=O)c2ccccc2)cc1 | 1 | 7 | 1 | -5 | -2 | -27 | -2 | 2 | 5
Cc1ccc(C(C)C)c(OCC(=O)Nc2ccc3c(c2)nc(CN2CCCC2)n3C)c1 | -6 | -5 | -2 | 2 | 0 | 5 | 3 | 12 | -1
Cc1cc(OCC(=O)NCc2ccccn2)c2c(C)c(Cc3ccccc3)c(=O)oc2c1 | 13 | -6 | 6 | -6 | -8 | -4 | -3 | 12 | 5
O=C(O)CSCC(=O)N1N=C2/C(=C/c3ccccc3)CCCC2C1c1ccccc1 (configuration not stated) | 2 | 2 | -2 | -1 | 6 | 6 | 4 | 3 | 4
Cc1ccc(C)c(C(=O)O/N=C(\N)c2ccc(Br)cc2)c1 | 1 | -5 | 1 | -5 | 0 | 0 | 2 | 2 | 9
CCOc1ncnc2c1sc1nc(C)cc(C)c12 | 6 | -6 | 6 | -8 | 0 | -7 | -2 | 0 | 5
CN(C)c1nc(N)nc(-c2cccnc2)n1 | 0 | 0 | 0 | 8 | -4 | 5 | -6 | -4 | -2
COc1ccc(OC)c2[nH]c(=O)c(CCNC(=O)C(C)C)cc12 | 3 | 0 | 1 | 3 | 0 | -9 | 2 | 3 | 0
COc1cc(C(=O)NCC2(N(C)C)CCCCC2)ccc1OCc1ccccc1 | -4 | -8 | 2 | 5 | -1 | 24 | 0 | 2 | 2
C1CCC2(CC1)C1=C(CCCC1)Nc1nnnn12 | -2 | 2 | 5 | 3 | 2 | 20 | 5 | 6 | 4
CC(C)(C)[C@H](N)C(=O)N[C@H]1CCC2C3CC=C4C[C@@H](O)CC[C@]4(C)C3CC[C@@]21C (some centres not stated) | nt | 6 | 4 | nt | nt | 5 | nt | 7 | 4
CCCCN(C(=O)C1CSC2(C)CCC(=O)N12)c1c(N)n(CC(C)C)c(=O)[nH]c1=O (configuration not stated) | 2 | -2 | 4 | nt | 1 | -3 | -1 | 3 | 3
CC1CCC(C(C)C)C(OC(=O)Cn2c(-c3ccccc3)[n+](C)c3ccccc32)C1 (configuration not stated) | 6&-1 | -6&-1 | 3&-3 | -1&0 | 1&-1 | 11&28 | -5&0 | -1&3 | 0&4
Cc1c(C(=O)NCc2c(F)cc(F)cc2F)oc2ccc(S(=O)(=O)N3CCOCC3)cc12 | -3 | -3 | 8 | -4 | -2 | 1 | 2 | 1 | 5
CC(=O)NC(NC(C)=O)c1ccc(N(C)C)cc1 | -8 | -4 | 7 | -3 | -1 | 6 | 1 | 4 | 4
Cc1ccc(S(=O)(=O)N(C)CCCC(=O)Nc2ccncc2)cc1 | 2 | 2 | 3 | 2 | -1 | -2 | 5 | -6 | 1
Cc1ccc(NC(=O)C2CCCN2C(=O)Oc2ccccc2)cc1C (configuration not stated) | -2 | 0 | 4 | 3 | 3 | 8 | 10 | 7 | 7
CCC(C)Sc1ccc([C@H]2N[C@@](C)(C(=O)OC)[C@H]3C(=O)N(CC)C(=O)[C@@H]23)cc1OC (some centres not stated) | nt | -6 | -3 | nt | nt | 10 | nt | 1 | 5
COc1ccc(NC(=O)CC2(CC(=O)N3CCOCC3)CCCC2)cc1Cl | 1 | 1 | 3 | nt | 1 | 18 | 9 | 2 | 6
Cc1ccc(NC(=O)Nc2ccc(F)cc2)cc1Cl | -2 | -4 | 4 | -8 | -6 | 2 | -8 | 0 | 9
Cc1nc2ccccc2nc1OCC(=O)NCc1ccc2c(c1)OCO2 | 2 | 1 | -2 | 7 | -1 | -14 | 0 | 4 | 0
COCCNC(=O)CCN1N=C(c2ccccc2)CCC1=O | 0 | 1 | 2 | -2 | 0 | 6 | 1 | 2 | 7
CCS(=O)(=O)N1CCN(C(=O)c2cccc(OC)c2)CC1 | 2 | -3 | -3 | -5 | 0 | 14 | -6 | -5 | -4
CCN(CC)C(=O)c1ccc2c(=O)n(Cc3ccc4c(c3)OCO4)c(=S)[nH]c2c1 | 0 | 1 | -2 | 1 | 2 | 0 | 2 | 5 | 6
CC1(OC(=O)CCc2ccccc2)C(=O)C=C2C=C(c3ccc(C#N)cc3)N(c3ccccc3)C=C2C1=O (configuration not stated) | -4 | -11 | 1 | 21 | 0 | 19 | -5 | 12 | 11
COc1ccc(N2C(=O)CC(N3CCN(Cc4ccc5c(c4)OCO5)CC3)C2=O)cc1 (configuration not stated) | 2 | 0 | -1 | 11 | -1 | 3 | 1 | 5 | 8
CCN(CC)S(=O)(=O)c1ccc(Oc2ccccc2OC)cc1 | 0 | 0 | 3 | 4 | -1 | 15 | 0 | 0 | -2
Cc1ccc(S(=O)(=O)N2CCN(CCNC(=O)C(=O)NCc3ccccc3)CC2)cc1 | 0 | 0 | 9 | 9 | 4 | 3 | 3 | 3 | 12
CN1CC(C(=O)O)Cc2c1ccc1ccccc21 (configuration not stated) | -1 | -8 | 1 | 15 | 1 | -2 | 7 | 2 | 4
CCOc1cc(NS(=O)(=O)c2ccc(NC(C)=O)cc2)c(OCC)cc1NC(=O)c1cccs1 | 3 | -3 | -2 | 0 | -5 | 5 | 0 | 5 | 6
CCOC(=O)c1cnc(SCC(=O)c2ccc3c(c2)OCCO3)nc1N | -18 | 4 | 0 | 13 | 1 | 13 | 10 | -7 | 3
Cc1nc(-c2ccc(NC(=O)CC(C)C)cc2)cs1 | 2 | 4 | -3 | 0 | -3 | 0 | -4 | -6 | -6
CCCCN(C(=O)/C=C/c1ccccc1)C1CCS(=O)(=O)C1 (configuration not stated) | 0 | -4 | 3 | 2 | 3 | -2 | 1 | -1 | 2
CCC(C(=O)N1CCC(C(N)=O)CC1)n1nc(C)n2c(cc3occc32)c1=O (configuration not stated) | -1 | 1 | 1 | 2 | -4 | -3 | -3 | 6 | 10
CCOc1cc(/C=C/C(=O)c2ccc(OC)c(CN3CCOCC3)c2)cc(Br)c1O | -18 | -1 | 0 | -4 | -10 | -3 | -16 | 3 | -2
CCOC(=O)N1CCN(C(=O)c2ccc3c(=O)n(CCC4=CCCCC4)c(=O)[nH]c3c2)CC1 | 1 | -5 | 0 | -24 | 0 | 6 | 5 | 2 | 1
COc1cccc(C(=O)Oc2cc(-c3ccccc3)no2)c1 | -4 | 0 | -2 | 4 | 0 | 3 | -2 | -3 | -2
Cc1ccc(/C=C/C(=O)Nc2ccc(S(=O)(=O)Nc3cc(C)nc(C)n3)cc2)cc1 | -9 | -1 | 7 | -7 | -11 | 14 | -1 | -6 | 4
COc1ccc(OCCNC(=O)c2cc(C3CC3)nc3c2cnn3C(C)C)cc1 | 3 | -4 | -4 | nt | -1 | 27 | -1 | 2 | 6
CCOc1ccc(NC(=O)c2ccc3c(=O)n(-c4ccc(OC)cc4OC)c(=S)[nH]c3c2)cc1 | -12 | -4 | 4 | -2 | -23 | 3 | -24 | 6 | 3
C/C(=C\C(=O)c1ccccc1)NNc1nc2ccccc2s1 | 1 | -5 | 8 | 2 | 2 | 11 | 3 | 3 | 17
O=C(NCCCCC(NC(=O)c1ccc([N+](=O)[O-])cc1)C(=O)O)c1ccc([N+](=O)[O-])cc1 (configuration not stated) | -5 | 7 | 6 | 4 | -2 | 4 | 4 | -1 | -6
N#C/C(=C/c1ccc(OCc2ccccc2)cc1)C(=O)NC1CCCCC1 | -2 | -1 | 0 | -3 | -3 | 8 | 6 | 0 | -17
Cn1c(SCC(=O)c2ccccc2)nnc1-c1ccco1 | -4 | 4 | 3 | -4 | 1 | -8 | -1 | 0 | 3
O=C(Nc1ccc(F)cc1F)NC1CC1 | 2 | -1 | -8 | 0 | 3 | 4 | 2 | 0 | -3
CN(C)C(=O)C[n+]1ccc(/C=N/O)cc1 | -1 | -3 | 1 | 5 | -1 | -10 | -5 | 2 | 3
C=CCn1c(SCC(=O)N(C)C2CCS(=O)(=O)C2)nc2ccccc2c1=O (configuration not stated) | 5 | -1 | 7 | -1 | 0 | 3 | 0 | 2 | 8
COc1ccc(Cn2c(=O)[nH]c3cc(C(=O)NCCCN4CCCC4)ccc3c2=O)cc1 | -6 | -5 | -6 | -9 | -7 | -29 | -4 | 4 | 0
O=C1CC(c2cccc(Cl)c2)CC(O)=C1C=Nc1cccc(Cl)c1 (configuration not stated) | -2 | 0 | -4 | -1 | 2 | 10 | 5 | 9 | 0

(listing goes on)
SMILES | PME-1 inh | PAD4 inh | PAFAH1B2 inh | GSTO1 inh | LYPLA1 counter | PREPL inhibitor | LYPLA2 counter | pPAFAH FP inh | PAFAH1B3 FP inh
C=CCNc1cc(N2CCCC2)ccc1[N+](=O)[O-] | 1 | -3 | 2 | -9 | -1 | 8 | -3 | -2 | 5
CCS(=O)(=O)Nc1cccc(C(=O)O)c1 | 0 | -1 | nt | 3 | -2 | 10 | 0 | 3 | nt
CCn1nnc2cc(C(=O)Nc3ccc(C(=O)OC(C)C)cc3)ccc21 | nt | -6 | 5 | nt | nt | -12 | nt | 7 | 9
COc1nc(N(C)S(=O)(=O)c2ccc(C)cc2)nc(C)c1Br | 9 | 0 | 0 | -1 | -2 | -4 | -2 | 1 | 6
Cc1ccc(/C(N)=N/OC(=O)c2ccco2)cc1 | 2 | -4 | 6 | -2 | -3 | 0 | -1 | 6 | 8
CCN(CC)S(=O)(=O)c1ccc(NS(=O)(=O)c2ccc(F)cc2)cc1 | -2 | 2 | 7 | 4 | 1 | 2 | 2 | 7 | 3
CCOc1ccc(CCN2C(=O)c3cccnc3C2=O)cc1OCC | 2 | -1 | -3 | 5 | -1 | -8 | -3 | 5 | 7
Cc1csc(=O)n1CC(=O)OCC(=O)Nc1ccc(Cl)cc1F | -3 | 2 | 4 | -2 | -1 | 5 | -3 | 0 | -1
Cc1ccc2c(NC(=O)c3ccco3)cccc2n1 | 1 | -3 | 5 | -2 | -4 | 4 | 4 | 7 | 8
CCCCC(=O)NNC(=S)NC(=O)CCC | 4 | -4 | -2 | -4 | 1 | 2 | 4 | 6 | 5
COc1ccc(C(=O)c2c3ccc(C(F)(F)F)cc3[n+]([O-])n2CCCN)cc1 | -8 | 4 | -4 | 7 | -3 | 17 | -6 | -6 | -5
O=C(Cc1cccs1)NCc1ccc2c(c1)OCO2 | 2 | -4 | 3 | 1 | 0 | 1 | 5 | 6 | 0
Cc1cccc(NC(=O)c2onc3c2CCCC3)n1 | 2 | 4 | -1 | 5 | 1 | -4 | 0 | 2 | 7
COCCCNC(=O)CCCn1c(=O)c2ccccc2n(CC(=O)Nc2c(C)cccc2C)c1=O | -5 | -5 | 9 | 4 | -1 | -3 | 0 | 7 | 6
O=C(Nc1ccc(Cl)c(Cl)c1)OCc1cncs1 | 4 | -2 | 2 | 1 | -7 | 15 | 7 | 7 | 1
O=C(CCN1C(=O)c2ccc([N+](=O)[O-])cc2C1=O)Nc1ccccc1C(=O)O | -1 | -3 | 3 | -2 | 2 | 6 | 2 | -2 | 3
CCOC(=O)/C=C1\SCC(=O)N1CC(=O)NC12CC3CC(CC(C3)C1)C2 | -5 | 1 | 12 | -3 | -3 | -5 | -8 | 1 | -2
COc1ccc(C(=O)Nc2ccc(N3CCN(C(=O)c4cccs4)CC3)cc2)cc1Br | 3 | -11 | 3 | -10 | 4 | 31 | 29* | 9 | 0
